Bioassay records as filed in PubChem BioAssay.
CHT inh: inhibits the human high affinity choline transporter; Q9GZV3; CHT-expressing cells, membrane potential dye, choline response; hits give low values; B-score at 10 µM; actives 0.86% (n = 310,000); AID 488975;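 active = B-score over 3 SD under the library average, and starting fluorescence ratio not unusually high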;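 note: choline stimulus applied at its EC90 after an EC20 pre-addition; B-score computed on integrated fluorescence ratio after choline addition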
Target sequence (Q9GZV3 whole entry, looked up): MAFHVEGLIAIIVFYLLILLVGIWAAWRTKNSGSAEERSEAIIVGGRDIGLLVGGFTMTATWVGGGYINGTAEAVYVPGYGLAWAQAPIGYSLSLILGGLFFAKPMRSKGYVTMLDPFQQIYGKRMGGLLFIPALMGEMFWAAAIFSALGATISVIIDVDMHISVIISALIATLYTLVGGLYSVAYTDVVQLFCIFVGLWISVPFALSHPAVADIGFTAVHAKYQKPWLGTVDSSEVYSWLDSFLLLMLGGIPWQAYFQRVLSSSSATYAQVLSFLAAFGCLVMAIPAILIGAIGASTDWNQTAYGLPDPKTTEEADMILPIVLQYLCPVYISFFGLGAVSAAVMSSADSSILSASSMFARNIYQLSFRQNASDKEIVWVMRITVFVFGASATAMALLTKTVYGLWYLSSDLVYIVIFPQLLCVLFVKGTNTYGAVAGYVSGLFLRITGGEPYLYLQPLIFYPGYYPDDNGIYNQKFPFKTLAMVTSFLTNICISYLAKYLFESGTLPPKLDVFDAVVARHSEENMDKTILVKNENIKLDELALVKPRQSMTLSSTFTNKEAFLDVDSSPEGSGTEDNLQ
CHT allo act: human CHT allosteric activation. AID 488977. CHT-expressing cells, membrane potential dye, choline EC20; hits give high values; LV-AA mutant CHT in HEK293 cells. B-score at 10 µM. actives 0.49% (n = 310,000). Q9GZV3;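 active = initial fluorescence not abnormally high and integrated response B-score, plate-corrected, over 3 SD above library mean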
Numbers without * were called inactive; i = inactive. Random draw from the library. Share with any hit: about 1.5%.

SMILES	CHT inh	CHT allo act
COc1ccc(C(C(=O)NCc2ccccc2)N(Cc2ccco2)C(=O)c2cnccn2)cc1 (stereo not given)	i	i
O=C(CN1CCN(Cc2ccc(Cl)cc2)CC1)N1CCc2ccccc21	-6.2*	i
Cc1cc(C)c(OCCCON2C(=O)CCC2=O)c(Br)c1	i	i
COc1ccc(Nc2nnc(C)c3ccccc23)cc1C(N)=O	i	i
COc1ccc(Cl)cc1C(=O)Nn1cnnc1	i	i
CCCN1C(=O)CN(C2CCCCCC2)C(=O)C1c1ccc(C)cc1 (stereo not given)	i	i
CC(NC(=O)C(c1ccccc1)c1ccccc1)c1ccc(S(N)(=O)=O)cc1 (stereo not given)	i	i
CCn1c(=O)c(=O)[nH]c2c(=O)oc3ccc(S(=O)(=O)Nc4ccccc4)cc3c21	i	i
Cc1ccc(OCC(=O)N(C)CCc2ccccn2)cc1	i	i
COc1cccc(C(=O)NC(Cc2ccccc2)c2ccc3c(c2)OCCCO3)c1 (stereo not given)	i	i
CC(=O)c1c(C)[nH]c(C(=O)OCC(=O)Nc2cc(Cl)ccc2[N+](=O)[O-])c1C	i	i
Cn1c2c(c(=O)c3ccccc31)CCC(C)(C)O2	i	i
Cc1c(C(=O)N/N=C/c2cccs2)nnn1-c1nonc1N	i	i
CC(=O)c1ccc(OCC(O)CN2CCN(CC(O)COc3ccc(C(C)=O)cc3)CC2)cc1 (stereo not given)	i	i
CC(C)Cc1ccc(CN2CCCC(NC(=O)Cn3cnnn3)C2)cc1 (stereo not given)	i	i
C=CCNc1nc(-c2sc(NC(C)=O)nc2C)cs1	i	i
COc1ccccc1CNC(=O)CN1C(=O)c2ccc([N+](=O)[O-])cc2C1=O	i	i
COC(=O)c1ccc(CSc2nc(C(F)F)cc(C)c2C#N)o1	i	i
CCOC(=O)COc1ccc(Br)cc1C1NC(=O)NC(C)=C1C(=O)NCc1ccccc1 (stereo not given)	i	i
CC(Sc1ccccc1)C(=O)NNC(=O)c1ccncc1 (stereo not given)	i	i
Nc1ccc(-c2nnc(-c3ccc(N)cc3)o2)cc1	i	i
CCOC(=O)CSc1nnc(-c2ccncc2)o1	i	i
CCCCOc1ccc(-c2csc(N)n2)cc1[N+](=O)[O-]	i	i
Cc1cc(=O)oc2c3c(cc(OCC(=O)NCc4ccccn4)c12)OC(C)(C)CC3	i	i
CCc1cc(C(=O)N(CC(C)C)c2c(N)n(Cc3ccccc3)c(=O)[nH]c2=O)sc1C	i	i
The results go on.
SMILES	CHT inh	CHT allo act
O=C1c2cccc3cccc(c23)C(=O)N1CCN1CCN(CC(O)COc2ccc3ccccc3c2)CC1 (stereo not given)	i	i
O=C(CCn1cccc1)NCc1ccccc1	i	i
Cc1c(Cl)cccc1NC(=O)CNC(=O)c1ccccc1F	i	i
CCNc1nc(NCC)nc(-n2nc(C)cc2C)n1	i	i
COCCCNC(=O)CCc1ccccc1	i	i
CCCOc1ccc(/C=N/NC(=O)CN(c2ccc(OCC)cc2)S(C)(=O)=O)cc1	i	i
Cc1cccc(N(CC(=O)NC2CCCC2)C(=O)CCC(=O)Nc2cc(C)on2)c1	i	i
O=C(Cn1c(=O)n(-c2ccccc2)c(=O)c2oc3ccccc3c21)Nc1ccccc1	i	i
Cc1ccc(-c2noc(COc3ccccc3C)n2)cc1	i	i
O=C(NC12CC3CC(CC(C3)C1)C2)C12CC3CC(C1)CC(n1cnc(Cl)n1)(C3)C2	i	i
S=c1[nH]c2ccc3ccccc3c2[nH]1	i	i
CC(=O)N1CCSc2ccc(S(=O)(=O)N3CCC(C)CC3)cc21	i	i
CCCS(=O)(=O)c1nc(S(=O)(=O)c2ccc(C)cc2)c(NCc2ccc3c(c2)OCO3)s1	i	i
COc1ccc(/C=N/NC(=O)c2ccc3nc[nH]c3c2)cc1OC	i	i
Cc1ccc(/C=N\Nc2nc3ccc(Cl)cc3[nH]2)o1	i	i
Cn1c(=O)c2c(nc(Br)n2CCSc2ncccn2)n(C)c1=O	i	i
COc1cccc(Nc2ccc(C(=O)O)cc2[N+](=O)[O-])c1	i	i
CC1=N/C(=C\c2ccc([N+](=O)[O-])cc2)C(=O)N1c1cc(Cl)ccc1C	i	i
CCCCC/C=C\C[C@H](O)/C=C/c1cccc(C[C@H](O)CCCCO)n1	i	i
CCC1CCCCN1C(=O)Cn1c(=O)oc2ccccc21 (stereo not given)	i	i
COc1ccc(C2=Nn3c(nnc3-c3ccccn3)SC2)cc1OC	i	i
C=CCC1c2cccc(C(=O)O)c2C(=O)N1c1cccc(C)c1 (stereo not given)	i	i
CCCCNC(=O)Cn1nc(Cc2ccncc2)c2ccccc2c1=O	i	i
Nc1nc(-c2ccc(Cl)cc2)nnc1-c1ccc(Br)cc1	i	i
CC(NCC(=O)Nc1cc(S(=O)(=O)N2CCOCC2)ccc1Cl)c1ccc(Cl)cc1Cl (stereo not given)	i	i
Other structures.
SMILES	CHT inh	CHT allo act
CCOc1ccc(NC(=O)CCC(=O)NNC(=O)COc2ccc(C)cc2Br)cc1	i	i
CC(=O)c1cccc(NC(=O)C2C(c3ccccc3)C2(Cl)Cl)c1 (stereo not given)	i	i
CCOc1ccc(N2CC(C(=O)Nc3cccc(S(=O)(=O)NC4=NCCC4)c3)CC2=O)cc1 (stereo not given)	i	i
Nc1nnc(CSCc2ccc(Cl)cc2)s1	i	i
COc1ccc(S(=O)(=O)N2CCC(C(=O)NC3CC3)CC2)cc1C	i	i
N#C/C(=C\c1ccc(-c2cccc([N+](=O)[O-])c2)o1)c1nnc(N2CCOCC2)n1-c1ccccc1	i	i
Cc1csc2nc(CNS(=O)(=O)N(C)C)cn12	i	i
O=C(NCCCO)C(=O)c1c(-c2ccccc2)cc2ccccn12	i	i
CC(c1ccccc1)C1CC(=O)N(C2CCCCC2)C1=O (stereo not given)	i	i
Cc1ccc(S(=O)(=O)NCCCCC(NC(=O)OC(C)(C)C)C(=O)O)cc1 (stereo not given) (tested in a mixture with another compound)	i	i
O=C(O)CCNS(=O)(=O)c1cccc2nsnc12	i	i
O=C(COc1ccccc1[N+](=O)[O-])N1CCN(S(=O)(=O)c2ccccc2)CC1	i	i
O=c1[nH]c2cc3c(cc2cc1C(c1nnnn1CC1CCCO1)N1CCCCCC1)OCCO3 (stereo not given)	i	i
COc1ccccc1-c1nc2ccccc2nc1-c1ccccc1	i	i
COc1ccc(-c2cc3c(=O)n(CC(=O)N4CCCC4)ncn3n2)cc1	i	i
COc1cc(/C=N/NC(=O)C2c3ccccc3Oc3ccccc32)ccc1O	i	i
CC1=C(C(=O)OCc2ccccc2)C(c2ccccc2OS(=O)(=O)c2ccc(C)cc2)NC(=O)N1CCCC(=O)O (stereo not given)	i	i
CSc1ccc(S(=O)(=O)NCC(=O)OCC(=O)NCc2ccco2)cc1[N+](=O)[O-]	i	i
CCOc1ccc(CC(=O)OCn2nnc3ccccc3c2=O)cc1	i	i
Cn1cnnc1SCC(=O)n1c2ccccc2c2ccccc21	i	i
CCOC(=O)c1c(CSc2nc(C)cc(C)c2C#N)n(C)c2cc(Br)c(OC(C)=O)cc12	i	i
COC(=O)CN1CC(=O)N(c2ccccc2)C1=S	i	i
CS(=O)(=O)N1CCC(C(=O)N2CCc3ccccc3C2)CC1	i	i
COc1ncnc2c1NC(=O)CS2	i	i
CCOC(=O)c1c(C)[nH]c(C(=O)COC(=O)C23CC4CC(CC(Cl)(C4)C2)C3)c1C	i	i
Later entries
SMILES	CHT inh	CHT allo act
CS(=O)(=O)CCC(C(=O)N1CCOCC1)N1C(=O)c2cc(Cl)c(Cl)cc2C1=O (stereo not given)	i	i
COC(=O)c1c(C)noc1-c1cc(C)on1	i	i
COCCCNC(=O)c1ccc(OC)c(OC2CCN(C(C)C)CC2)c1	-6*	i
O=C(CN1CCOCC1)Nc1ccc(F)cc1	i	i
CCCC12CN3CC(C)(CN(C1)C3c1ccc(OC)cc1)C2=O (stereo not given)	i	i
CC(=O)N/C(=C/c1ccc(OS(=O)(=O)c2ccc(C)cc2)cc1)C(=O)NCCO	i	i
CCCN1CC=C2C(C#N)=C(N)C(C#N)(C#N)C(c3cc(OC)ccc3OC)C2C1 (stereo not given)	i	i
C=C1C(C(=O)Nc2ccc(OC)cc2)C1C(=O)Nc1ccc(OC)cc1 (stereo not given)	i	i
Cn1ccc(C(=O)Nc2ccc3c(c2)OCCO3)n1	i	i
COc1ccc(-c2ccc(=O)[nH]n2)cc1	i	i
COc1ccc(C2NC(=O)CCC2[N+](=O)[O-])c(OC)c1 (stereo not given)	i	i
COc1cc(S(=O)(=O)NCCCn2ccnc2)ccc1Cl	i	i
O=C(NC1CCN(C(=S)NCc2ccco2)CC1)C1CCCCC1	i	i
Cc1ccccc1C(=O)NC(=S)Nc1ccc(Cc2ccncc2)cc1	i	i
CN(C(=O)c1ccccn1)c1nnc(-c2cccnc2)s1	i	i
O=C(NCCC(=O)N1CCC2(CC1)NCCc1[nH]cnc12)c1ccc(Br)cc1	i	i
COc1ccccc1OCC(=O)Nc1cc(C(F)(F)F)ccc1-n1cncn1	i	i
CCCCn1cnc2sc(-c3ccccc3)cc2c1=O	i	i
COc1ccc(-c2noc(CN(C)C(=O)CCN3C(=O)[C@H]4CC=CC[C@H]4C3=O)n2)cc1	i	i
COc1ccccc1NC(=O)CCCCC(=O)Nc1ccccc1OC	i	i
NC(=O)CC(NC(=O)Cc1ccc(Br)cc1)c1ccc(NCCc2ccc(F)cc2)c([N+](=O)[O-])c1 (stereo not given)	i	i
O=C(NCCC1=CCCCC1)c1cc(S(=O)(=O)N2CCOCC2)ccc1F	i	i
Cc1cccc(OCCCC(=O)NCC(=O)Nc2cccc(C)c2C)c1	i	i
COC(=O)c1cc2sccc2n1CC(=O)Nc1ccc(OC)c(OC)c1OC	i	i
CCO[C@@H]1OC(C(=O)NC2CC2)=C[C@H](c2coc3ccccc3c2=O)[C@H]1CCCO	i	i

Some of the entries so far, in markdown:
| SMILES | CHT inh | CHT allo act |
| --- | --- | --- |
| CS(=O)(=O)CCC(C(=O)N1CCOCC1)N1C(=O)c2cc(Cl)c(Cl)cc2C1=O (stereo not given) | i | i |
| COC(=O)c1c(C)noc1-c1cc(C)on1 | i | i |
| COCCCNC(=O)c1ccc(OC)c(OC2CCN(C(C)C)CC2)c1 | -6* | i |
| O=C(CN1CCOCC1)Nc1ccc(F)cc1 | i | i |
| CCCC12CN3CC(C)(CN(C1)C3c1ccc(OC)cc1)C2=O (stereo not given) | i | i |
| CC(=O)N/C(=C/c1ccc(OS(=O)(=O)c2ccc(C)cc2)cc1)C(=O)NCCO | i | i |
| CCCN1CC=C2C(C#N)=C(N)C(C#N)(C#N)C(c3cc(OC)ccc3OC)C2C1 (stereo not given) | i | i |
| C=C1C(C(=O)Nc2ccc(OC)cc2)C1C(=O)Nc1ccc(OC)cc1 (stereo not given) | i | i |
| Cn1ccc(C(=O)Nc2ccc3c(c2)OCCO3)n1 | i | i |
| COc1ccc(-c2ccc(=O)[nH]n2)cc1 | i | i |
| COc1ccc(C2NC(=O)CCC2[N+](=O)[O-])c(OC)c1 (stereo not given) | i | i |
| COc1cc(S(=O)(=O)NCCCn2ccnc2)ccc1Cl | i | i |
| O=C(NC1CCN(C(=S)NCc2ccco2)CC1)C1CCCCC1 | i | i |
| Cc1ccccc1C(=O)NC(=S)Nc1ccc(Cc2ccncc2)cc1 | i | i |
| CN(C(=O)c1ccccn1)c1nnc(-c2cccnc2)s1 | i | i |
| O=C(NCCC(=O)N1CCC2(CC1)NCCc1[nH]cnc12)c1ccc(Br)cc1 | i | i |
| COc1ccccc1OCC(=O)Nc1cc(C(F)(F)F)ccc1-n1cncn1 | i | i |
| CCCCn1cnc2sc(-c3ccccc3)cc2c1=O | i | i |

Further entries:
SMILES	CHT inh	CHT allo act
CC(C)NC(=O)COC(=O)c1cccc(NS(=O)(=O)/C=C/c2ccccc2)c1	i	i
O=C(N/N=C/C=C/c1ccc(Br)cc1)C(O)c1ccccc1 (stereo not given)	i	i
CCN1CCN(c2ccc(NC(=O)c3cccc(OCc4ccccc4)c3)cc2)CC1	i	i
O=C(Nc1ccc(-c2nnn(CC(=O)N3CCN(C(=O)c4ccco4)CC3)n2)cc1)c1ccc(F)cc1	i	i
COc1ccc(NC(=O)Cn2c(CCC(=O)O)ccc2-c2ccc(C)cc2)cc1	i	i
CC1CN(CC(O)COc2ccc(C(C)C)cc2)CC(C)O1 (stereo not given)	i	i
Cc1ccc(NC(=O)/C(=C\c2ccccc2)NC(=O)/C=C/c2ccccc2)cc1	i	i
CCOc1ccccc1NC(=O)C(CC(C)C)NC(=O)C1CCCCC1 (stereo not given)	i	i
CCN(CC)S(=O)(=O)c1ccc2c(c1)nc(CCC(=O)OCC(=O)Nc1cc(Cl)cc(Cl)c1)n2C	i	i
C=CCc1cc(OC)ccc1OCCOCCN1CCc2ccccc2C1	i	i
N#C/C(=C\c1ccc(O)c(O)c1)C(=O)Nc1cccc2ncccc12	i	i
O=c1[nH]n(CC2COC3(CCCCC3)O2)c(=O)c2ccccc12 (stereo not given)	i	i
CC(C)Nc1nc2n(c(=O)n1)CCN2C(C)C	i	i
COc1ccc(S(=O)(=O)n2cccc2)cc1	i	i
O=C(O)CCC(=O)NNc1nc2ccccc2nc1-c1ccccc1	i	i
N#Cc1c(NC(=O)c2cc(-n3cnnc3)ccc2Cl)sc2c1CCCC2	i	i
O=C(Nc1cccc(NC(=O)c2cc([N+](=O)[O-])ccc2Cl)n1)c1cc([N+](=O)[O-])ccc1Cl	i	i
COc1cc(OC)cc(C(=O)NNC(=O)C2CCCC2)c1	i	i
CCc1ccc(OCC(=O)N2c3ccccc3CCc3ccccc32)cc1	i	i
Cc1ccc(C(=O)NCCc2cc3ccc(C)c(C)c3[nH]c2=O)cc1[N+](=O)[O-]	i	i
Cc1ccc(S(=O)(=O)C2(C(=O)N(C)C3CCCCC3)CC2)cc1	i	i
Cn1c(C(=O)NCC2CCCO2)cc2oc3ccccc3c21 (stereo not given)	i	i
CCOC(=O)COc1cnc2ccccc2n1	i	i
COc1ccc(NC(=O)CSC2=NN3CCCC(=O)N=C3S2)c(OC)c1	i	i
CCCCNC(=O)C1(NC(=O)Nc2ccc(C)cc2)CCCCC1	i	i
O=C(CCNC(=O)c1ccccc1Cl)NCC12CC3CC(CC(C3)C1)C2	i	i
